# High-throughput results as filed in PubChem.
# L3MBTL1 block – qHTS Assay for the Inhibitors of L3MBTL1; Potency, µM (series often up to 57.1 µM), for inactives: at the highest dose activity, negative = inhibition, usual class: inhibitors; Lethal(3)malignant brain tumor-like protein 1 (Homo sapiens), Q9Y468; 230,000 tested, 0.66% active; AlphaScreen L3MBTL1–H3K9me1 peptide binding; note: nearly all actives have a fitted effect of over 60% in size
# Target sequence (Q9Y468 whole entry, looked up): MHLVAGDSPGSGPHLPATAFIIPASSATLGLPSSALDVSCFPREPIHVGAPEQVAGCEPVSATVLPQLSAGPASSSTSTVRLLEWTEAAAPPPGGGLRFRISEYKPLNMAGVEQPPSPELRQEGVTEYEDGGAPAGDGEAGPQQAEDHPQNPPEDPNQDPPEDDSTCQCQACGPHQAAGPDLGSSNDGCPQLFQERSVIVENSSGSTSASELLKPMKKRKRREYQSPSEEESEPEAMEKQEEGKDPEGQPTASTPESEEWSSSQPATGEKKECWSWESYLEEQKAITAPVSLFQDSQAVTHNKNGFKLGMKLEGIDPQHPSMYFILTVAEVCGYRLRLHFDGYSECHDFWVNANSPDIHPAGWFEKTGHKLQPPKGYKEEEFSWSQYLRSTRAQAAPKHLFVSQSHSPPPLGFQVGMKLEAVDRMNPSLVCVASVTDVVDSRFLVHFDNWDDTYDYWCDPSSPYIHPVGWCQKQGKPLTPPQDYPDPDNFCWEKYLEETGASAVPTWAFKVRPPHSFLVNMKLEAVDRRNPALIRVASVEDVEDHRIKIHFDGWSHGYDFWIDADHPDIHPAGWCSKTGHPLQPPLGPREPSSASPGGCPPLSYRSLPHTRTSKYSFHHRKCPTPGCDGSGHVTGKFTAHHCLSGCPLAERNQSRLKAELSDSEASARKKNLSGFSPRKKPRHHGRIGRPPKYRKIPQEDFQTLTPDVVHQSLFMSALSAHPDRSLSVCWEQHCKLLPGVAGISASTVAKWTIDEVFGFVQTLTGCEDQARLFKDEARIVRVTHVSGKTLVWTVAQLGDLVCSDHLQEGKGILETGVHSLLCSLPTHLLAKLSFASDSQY
#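 L3MBTL1 (50 nM) pre-complexed 30 min with biotinylated H3(1-15)K9me1 peptide (75 nM), then compounds added for 30 min at room temperature; AlphaScreen streptavidin donor/nickel chelate acceptor beads (10 ug/mL final) read after 30 min dark incubation.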
# Tau fibril FP – qHTS for Inhibitors of Tau Fibril Formation, Fluorescence Polarization. AID 1468, 2008. 280,000 tested, 0.39% active. K18 P301L tau heparin fibrillization, Alexa594 FP, 6 h. Potency, µM (doses to about 57.7 µM), without a hit: at the top dose activity, negative = inhibition, most hits filed as inhibitors. Microtubule-associated protein tau (Homo sapiens), P10636; note: nearly all actives have a fitted effect of over 55% in size
# Target sequence (P10636 561-689 P618L limits assumed): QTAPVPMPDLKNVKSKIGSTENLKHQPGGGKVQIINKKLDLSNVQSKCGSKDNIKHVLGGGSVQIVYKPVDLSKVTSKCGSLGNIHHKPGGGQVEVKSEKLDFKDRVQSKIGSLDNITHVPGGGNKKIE
#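 Heparin (20 uM) drove fibril formation of recombinant tau K18 P301L, 15 uM unlabeled with 0.24 uM Alexa 594 label, for 6 hr at 37 C in 100 mM sodium acetate pH 7. Fluorescence polarization (555/632 nm) read 1 hr after 30 uM ThT.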
# GoLoco inh red – qHTS Assay for Inhibitors of RGS12 GoLoco Motif Activity (Red Fluorophore); AID 880, 2007; Potency, µM (doses to about 61.6 µM), without a hit: top-dose activity, negative = inhibition, actives largely listed as inhibitors; Guanine nucleotide-binding protein G(i) subunit alpha-1 (Homo sapiens), P63096; 230,000 tested, 0.44% active; Gai1:RGS12 GoLoco peptide FP, rhodamine, 10 min; active = well fitted inhibition curve with a large enough effect, not every such curve was filed as active; inactive = no such curve, though single readings can be large or run the other way; note: nearly all actives have a fitted effect of over 30% in size; many of its hits are not listed in these tables
# RECQ1 inh – qHTS Assay for Inhibitors of RecQ-Like Dna Helicase 1 (RECQ1) | ATP-dependent DNA helicase Q1 (Homo sapiens), P46063 | RECQ1 DNA unwinding, red fluorescence kinetic read | Potency, µM (titrated, usually from 57.3 µM), without a hit: at the highest dose activity, negative = inhibition, most hits filed as inhibitors | 240,000 tested, 0.54% active;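 note: plate controls were vehicle for no effect and no enzyme for full effect; nearly all actives have a fitted effect of over 30% in size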
#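 RECQ1T1 50 nM; forked duplex (20 bp + 30-nt ss tails) 200 nM, ATP 2 mM final; pH 8.0, 2 mM MgCl2, 2.5 ug/ml poly(dI-dC); 15 min compound preincubation; discontinuous kinetic read over 2 h at RT.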
# TRb-SRC2 inh – qHTS for Inhibitors of the Interaction of Thyroid Hormone Receptor and Steroid Receptor Coregulator 2; TRbeta-SRC2 peptide binding, fluorescence polarization; receptor liganded with 1 µM T3; AID 1469, 2008; Potency, µM (highest dose often 106 µM), without a hit: at the top dose activity change, negative = inhibition, most hits filed as inhibitors; 280,000 tested, 0.065% active;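 note: plate controls were bound peptide for no effect and peptide without receptor for full effect; nearly all actives have a fitted effect of over 50% in size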
#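 Quantitative HTS by FP: 0.6 uM TRb LBD, 20 nM labeled SRC2 20-mer, 1 uM T3, 5% DMSO; 5 hr ambient incubation; % activity per concentration and potencies from concentration series.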
# TR SRC2 fluor cs – Total Fluorescence Counterscreen for Inhibitors of the Interaction of Thyroid Hormone Receptor and Steroid Receptor Coregulator 2 | TRb/SRC2 Texas Red total fluorescence interference | Potency, µM (titrated, usually from 106 µM), for inactives: at the top dose fluorescence change, negative = quenching | 280,000 tested, 0.29% active; active = well fitted curve in either direction with a large enough effect; inconclusive = small, poorly fitted or top-dose-only effect
#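 Flags fluorescent or light-absorbing compounds by total fluorescence, S + 2P, at 555 nm excitation and 632 nm emission. Mixture: 20 nM Texas Red SRC2 peptide, 0.6 uM human TRb LBD, 1 uM T3, 5% DMSO; compound exposure 5 h at ambient temperature.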
# KDM4E inh – qHTS Assay for Inhibitors of Human Jumonji Domain Containing 2E (JMJD2E). Lysine-specific demethylase 4E (Homo sapiens), B2RXH2. JMJD2E catalytic domain, FDH-coupled NADH fluorescence (FDH is formaldehyde dehydrogenase). 230,000 tested, 1.6% active. Potency, µM (top dose mostly 57.1 µM), inactives show at the top dose activity change, negative = inhibition, most hits filed as inhibitors; active = well fitted inhibition curve with a large enough effect, not every such curve was filed as active; inconclusive = small, poorly fitted or top-dose-only effect, or another doubt; inactive = no such curve, though single readings can be large or run the other way;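 note: 0% = wells with enzyme and -100% = buffer wells without enzyme; nearly all actives have a fitted effect of over 50% in size; many of its hits are not listed in these tables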
# Tau ThT inhib – qHTS for Inhibitors of Tau Fibril Formation, Thioflavin T Binding; Microtubule-associated protein tau (Homo sapiens), P10636; recombinant tau K18 P301L (four-repeat tau fragment), heparin-induced fibrillization, ThT fluorescence; Potency, µM (titrated, usually from 57.4 µM), for the others: at the highest dose activity, negative = inhibition, most hits filed as inhibitors; 270,000 tested, 2.1% active; note: nearly all actives have a fitted effect of over 55% in size
#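 Recombinant human tau K18 fragment […] carrying P301L, 15 uM unlabeled plus 0.24 uM Alexa 594-labeled, was fibrillized with 20 uM heparin in 100 mM sodium acetate pH 7 for 6 hr at 37 C; 30 uM ThT fluorescence read after 1 hr.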
# Numbers without * were called inactive; i = inactive; ? = inconclusive; . = not tested or not shown; [ ] = another dose, or the depositor's remark. Unless noted, calls come from the whole dose curve; as a rule, active = well fitted curve in the direction sought with a large enough effect; inconclusive = small, poorly fitted or top-dose-only effect, or another doubt; inactive = no such curve, though single readings can be large; an effect the other way counts as inactive or inconclusive. Unless noted, % is set by controls: 0 for no effect and ±100 for the full control effect; potency is the fitted concentration of half-maximal effect.
# Fields – L3MBTL1 block | Tau fibril FP | GoLoco inh red | RECQ1 inh | TRb-SRC2 inh | TR SRC2 fluor cs | KDM4E inh | Tau ThT inhib
> O=C(CN1c2ccccc2Sc2ccccc21)N/N=C/c1ccc(Cl)cc1
→ -7% | 11% | 5% | 2% | 2% | 3% | 0% | -7%
> CC(C)CC1NC(=O)N(Cc2nc3ccccc3s2)C1=O (stereo not given)
→ . | 9% | 20% | i | 1% | -1% | -1% | -9%
> CC(=O)N(C)C1=C(N2CCOCC2)C(=O)c2ccccc2C1=O
→ -4% | -11% | -3% | ? | -14% | -3% | ? | ?
> COc1cc2[nH]c(-c3cccc(F)c3)cc(=O)c2cc1OC
→ 6% | -3% | -1% | -1% | -5% | -2% | ? | -1%
> COc1ccc(/C(C)=N/OCC(=O)N=Nc2c(O)[nH]c3ccc(Br)cc23)cc1
→ 4% | ? | 6% | -10% | -4%[53 µM] | -1%[53 µM] | -3% | ?
> COc1ccccc1-n1c(CCn2nc(C)c(Br)c2C)n[nH]c1=S
→ 4% | 7% | -7% | -13% | 2% | -3% | 12% | -9%
> CCOc1ccc(S(=O)(=O)N/N=C2/CC(c3ccccc3)Oc3ccccc32)cc1 (stereo not given)
→ . | -2% | 0% | -18% | 8% | 2% | 6% | -6%
> COc1ccc(CNC(=O)C(C)Sc2nc3ccccc3c(=O)n2CCCN2CCOCC2)cc1 (stereo not given)
→ 8% | -2% | 12% | i | -3% | -5% | 12% | -4%
> O=C(CCc1ccc(S(=O)(=O)NCCc2ccccc2)cc1)Nc1ccc2c(c1)OCO2
→ . | ? | -2% | i | 8% | 1% | 4% | ?
> CCOc1ccccc1NC(=O)c1cc2cc3cc(C)ccc3nc2s1
→ . | -5% | . | . | 2% | -6% | . | -15%
> S=C(NCC1CCCO1)Nc1ccc(Cl)cc1Cl (stereo not given)
→ 3% | -4% | 3% | 0% | -3% | 0% | 16% | -2%
> COc1ccc(OC)c(S(=O)(=O)N2CCC(C(=O)Nc3cccc(C)c3C)CC2)c1
→ -2% | 6% | 3% | i | -1% | -5% | 1% | -10%
> CCCCn1c(COc2cccc(OC)c2)nc2ccccc21
→ . | -2% | . | . | -5% | 4% | . | ?
> CCN(CC)S(=O)(=O)c1cccc(N=Nc2c(O)c3ccccc3oc2=O)c1
→ -7% | 7% | 3% | -5% | 1% | -2% | -10% | ?
> CCNC(=O)CC1C(=O)N(c2cccc(OC)c2)C(=O)N1CCOC (stereo not given)
→ 5% | 8% | 0% | -5% | -4% | -6% | -3% | -9%
> O=c1c2c(ncn2C2CCCC2)n(Cc2ccccc2)c(=O)n1CCOc1ccc(Br)cc1
→ -7% | 6% | 7% | -5% | 2% | -16% | -10% | -8%
> CCCCC(=O)NC1CC(=O)N(c2ccc3c(c2)OCCO3)C1 (stereo not given)
→ . | -3% | . | . | -4% | -2% | . | 1%
> Cc1csc(SCC(=O)Nc2ccc(Cl)cn2)n1
→ 3% | 1% | 5% | i | -11% | 2% | -2% | -9%
> O=C(Nc1ccc(Cl)cc1)ON=C1CCCC1
→ 7% | 13% | 3% | -10% | 12% | 1% | 9% | 3%
> COC(=O)C/C=C\[C@@H](C)[C@@H]1C=C[C@H](OC(C)=O)[C@H](COC(C)=O)O1
→ . | 1%[11.6 µM] | . | i[11.5 µM] | 0%[11.2 µM] | -4%[11.2 µM] | . | -4%[11.5 µM]
> CCCC1C2C(=O)N(c3cccc(C)c3)C(=O)C2ON1c1ccccc1 (stereo not given)
→ 9% | -1% | 6% | i | -1% | -1% | 0% | -15%
> COC(=O)C1=C(CSc2nccn2C)NC(=O)NC1c1cc(C)ccc1C (stereo not given)
→ . | -4% | 19% | -6% | -9% | -3% | -5% | -8%
> COc1ccc(C(=O)OC/C(O)=C(\C#N)c2nc3ccccc3[nH]2)cc1S(=O)(=O)N1CCOCC1
→ 9% | 7% | 24% | -13% | -3% | -1% | 0% | -12%
> CCC(C)/C(C)=N/NC(=O)CNS(=O)(=O)c1ccc([N+](=O)[O-])cc1 (stereo not given)
→ . | -9% | 1% | i | -3% | -1% | 15% | -17%
> Cc1cc(C)cc(N2C(=O)CN(Cc3sccc3C)C2=S)c1
→ 16% | 8% | 9% | -13% | 1% | 1% | 0% | -3%
> CC(O)C(=O)N/N=C/c1ccccc1C(=O)O (stereo not given)
→ 7% | 10% | -1% | -3% | -1% | -1% | 8% | -6%
> CSc1nccn1CC(=O)Nc1ccc(F)cc1
→ 7% | -1% | -1% | i | 4% | -1% | 4% | 1%
> CCOC(=O)c1cc(-c2ccccc2)sc1NC(=O)C(C)Sc1nnc(N)s1 (stereo not given)
→ -4% | ? | 0% | 4% | -4% | 1% | 2% | -17%
> COc1ccc(/C=C(/NC(=O)c2ccccc2Cl)C(=O)NCCCC(=O)O)cc1
→ 7% | 4% | -5% | i | 5% | 1% | -21% | 2%
> O=C(CCNC(=O)c1ccccc1Cl)Nc1cc(S(=O)(=O)N2CCOCC2)ccc1N1CCCC1
→ . | 1% | 2% | i | 2% | -2% | -6% | .
> CC(C)Oc1ccc(-c2cc(C(=O)NCCN3CCOCC3)c3ccccc3n2)cc1
→ 6% | 2% | 15% | 6% | 3% | -2% | ? | -6%
> CCOc1cc(C(=O)Nc2cc(C)on2)cc(OCC)c1OCC
→ 6% | 0% | -9% | 9% | 11% | 1% | -4% | -9%
> CCCc1cc2c(=O)c(-c3ccc4c(c3)OCCO4)coc2cc1OS(C)(=O)=O
→ -6% | -9% | 5% | -1% | -13% | -1% | -14% | -10%
> COC(=O)c1nc2ccccc2s1
→ 5% | 0% | 7% | 4% | 2% | 2% | -5% | -7%
> CCCCC(=O)Nc1nnc(S(=O)(=O)N(CC)c2cc(C)cc(C)c2)s1
→ . | 9% | . | . | -5% | 4% | . | -2%
> Cn1cnnc1SC1CCCCC1NS(=O)(=O)c1ccccc1 (stereo not given)
→ -7% | -2% | -10% | -13% | -2% | -1% | -3% | 3%
> CC(=C/c1ccc(C(C)C)cc1)/C=N/NC(=O)CSc1ccccn1
→ -2% | -2% | -7% | -11% | 1% | 0% | -10% | ?
> CCOC(=O)c1cc(C#N)c(SCC(=O)OC)[nH]c1=O
→ 12% | -3% | 4% | -11% | -4% | -1% | ? | ?
> CCN(CC)CCNC(=O)C(=O)Nc1c2c(nn1-c1ccc(F)cc1)CSC2
→ . | -11% | . | . | -5% | 0% | . | 3%
> CCOC(=O)C[N+](C)(C)CCOC1CC2CCC1(C)C2(C)C (stereo not given)
→ 2% | 2% | 12% | 28% | -1% | -4% | 18µM* | -10%
> CN(Cc1ccco1)C(=O)C1CCC(=O)N1Cc1ccc(F)cc1 (stereo not given)
→ 1% | 4% | -8% | i | 0% | 2% | 4% | -1%
> COc1cccc(-c2nnc(NC(=O)c3ccc(S(=O)(=O)N4CC(C)OC(C)C4)cc3)o2)c1 (stereo not given)
→ . | -2% | 20% | -6% | -2% | -2% | ? | -10%
> CCS(=O)(=O)N1CCc2cc(C(=O)Nc3ccc(OC)c(Cl)c3)ccc21
→ . | 12% | . | . | 3% | -1% | . | -10%
> Cc1ccccc1NC(=O)CSc1n[nH]c(-c2ccco2)n1
→ 1% | -5% | 16% | -3% | -6% | 0% | -6% | -6%
> O=C(Nc1cccc(F)c1)c1cnc2sc(N3CCCC3)nn2c1=O
→ . | 6% | . | . | -3% | -1% | . | -4%
> CCCCC(=O)Nc1ccc(C(=O)Nc2ccc(S(=O)(=O)Nc3ccc(C)cc3)cc2)cc1
→ 7% | ? | 3% | 4% | -1% | 0% | 3% | 14%
> Cc1ccc(-c2ccc(=O)n(Cc3cc(C)ccc3C)n2)cc1
→ . | 1% | . | . | -7% | 0% | . | -11%

# 8 of the compounds above, as tab-separated lines.
structure	L3MBTL1 block	Tau fibril FP	GoLoco inh red	RECQ1 inh	TRb-SRC2 inh	TR SRC2 fluor cs	KDM4E inh	Tau ThT inhib
CCOC(=O)C[N+](C)(C)CCOC1CC2CCC1(C)C2(C)C (stereo not given)	2%	2%	12%	28%	-1%	-4%	18µM*	-10%
CN(Cc1ccco1)C(=O)C1CCC(=O)N1Cc1ccc(F)cc1 (stereo not given)	1%	4%	-8%	i	0%	2%	4%	-1%
COc1cccc(-c2nnc(NC(=O)c3ccc(S(=O)(=O)N4CC(C)OC(C)C4)cc3)o2)c1 (stereo not given)	.	-2%	20%	-6%	-2%	-2%	?	-10%
CCS(=O)(=O)N1CCc2cc(C(=O)Nc3ccc(OC)c(Cl)c3)ccc21	.	12%	.	.	3%	-1%	.	-10%
Cc1ccccc1NC(=O)CSc1n[nH]c(-c2ccco2)n1	1%	-5%	16%	-3%	-6%	0%	-6%	-6%
O=C(Nc1cccc(F)c1)c1cnc2sc(N3CCCC3)nn2c1=O	.	6%	.	.	-3%	-1%	.	-4%
CCCCC(=O)Nc1ccc(C(=O)Nc2ccc(S(=O)(=O)Nc3ccc(C)cc3)cc2)cc1	7%	?	3%	4%	-1%	0%	3%	14%
Cc1ccc(-c2ccc(=O)n(Cc3cc(C)ccc3C)n2)cc1	.	1%	.	.	-7%	0%	.	-11%

# Only part of the results is shown; rates above refer to the full screens.
